Compound activity as filed in PubChem BioAssay.
PPC-1+TRAIL kill: compounds killing PPC-1 cancer cells with TRAIL present, primary screen, TRAIL potentiator project, ATPLite luminescence, uHTS. 220,000 compounds, 0.41% hits. AID 1443, 2008. PPC-1 cells + TRAIL, ATPLite viability luminescence. cell killing (% activity), % at 4 µM;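 active = cell killing above 50% in the first pass at 4 µM, then a duplicate retest at 5 µM averaging 50% or more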;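 also: plate controls were cells with TRAIL plus DMSO for no effect and medium-only wells lacking cells for full effect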
TRPML3 agonist: human TRPML3 channel agonists, primary screen, cell-based, HEK293 TRPML3-YFP, Fluo-8 calcium fluorescence, 3 µM; Mucolipin-3 (Homo sapiens), Q8TDD5; 100% = the carbachol control signal; activation, % at 3 µM; 220,000 compounds, 0.29% hits;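 active = activation above its plate's cutoff, the mean activation of the plate's test wells plus 3 SD, cut at about 12% in these data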;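 also: 0% = DMSO only wells and 100% = carbachol wells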
Target sequence (Q8TDD5 whole entry, looked up): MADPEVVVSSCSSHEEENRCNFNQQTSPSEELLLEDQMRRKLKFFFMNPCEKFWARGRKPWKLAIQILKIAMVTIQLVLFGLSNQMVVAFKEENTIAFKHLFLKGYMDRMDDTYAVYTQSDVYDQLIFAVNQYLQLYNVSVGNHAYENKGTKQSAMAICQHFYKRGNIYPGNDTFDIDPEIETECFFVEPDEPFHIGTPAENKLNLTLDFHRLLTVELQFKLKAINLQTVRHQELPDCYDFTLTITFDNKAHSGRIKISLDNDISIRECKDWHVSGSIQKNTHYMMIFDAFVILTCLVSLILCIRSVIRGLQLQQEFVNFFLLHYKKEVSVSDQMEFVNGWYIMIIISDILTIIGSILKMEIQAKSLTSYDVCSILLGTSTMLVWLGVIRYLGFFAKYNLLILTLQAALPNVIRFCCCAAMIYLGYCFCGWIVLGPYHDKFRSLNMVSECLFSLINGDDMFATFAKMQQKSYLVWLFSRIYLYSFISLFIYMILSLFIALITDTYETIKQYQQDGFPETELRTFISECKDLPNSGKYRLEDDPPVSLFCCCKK
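Test system: TRPML3-YFP stable HEK293 cells. Doses: single point at 3 µM. Incubation: dye loading 1 h 37 °C then 30 min ambient, 125 s read. Signal: Fluo-8 calcium dye fluorescence, ex 470-495, em 515-575 nm. Measure: percent activation from peak-to-basal fluorescence ratio, scaled between DMSO and carbachol.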
TNF death inh: inhibitors of TNF-alpha triggered necroptosis, primary screen, cell-based, Jurkat FADD-/-, single concentration. Jurkat FADD-/- TNF necroptosis rescue, ATP luminescence, 24 h; 0 = TNF only, 100 = no-TNF cells. activation (protection from cell death), % at 10 µM. 220,000 compounds, 0.068% hits. AID 463075, 2010;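 active = activation, meaning protection from cell death, of at least 50% relative to plate controls; inactive = activation below 50%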;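 also: necroptosis triggered by 40 ng/mL TNF-alpha added together with compound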
BaF3 tox: parental Ba/F3 cell viability inhibition, counter-screen for JAK2V617F inhibitor project, murine pro-B, CellTiter-Glo luminescence. CellTiter-Glo ATP luminescence. inhibition, % at 5.6 µM. AID 1486, 2009. 220,000 compounds, 1.1% hits;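 active = inhibition above a per-campaign cutoff, the mean inhibition of all tested compounds plus 3 SD, cut at about 27% in these data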;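 also: 0% = DMSO wells and 100% = JAK Inhibitor I control wells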
Ba/F3 V617F tox: reduced viability of JAK2V617F-dependent Ba/F3 cells, primary screen, JAK2V617F inhibitor project, cell-based, Ba/F3 EpoR-JAK2V617F, luminescence. ATP luminescence. inhibition, % at 5.6 µM. 220,000 compounds, 1.1% hits;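 active = inhibition above the campaign mean plus 3 SD over all tested compounds, cut at about 24% in these data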;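 also: cytokine-independent growth of Ba/F3 cells driven by EpoR plus mutant JAK2; 0% = DMSO-treated cells and 100% = JAK inhibitor I control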
CHOP inhibitor: inhibitors of CHOP promoter induction, primary screen, cell-based, unfolded protein response, luciferase reporter; inhibition, % at 10 µM; 220,000 compounds, 3.8% hits; CHO-K1 CHOP-promoter luciferase, tunicamycin-induced, 15-18 h;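 active = compounds that reduced the stress-induced luciferase reporter signal by more than about 70% of percent inhibition, limit read from the data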;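 also: 0% = tunicamycin plus vehicle and 100% = wells without tunicamycin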
RBBP9 inhibitor: human RBBP9 inhibitors, primary screen, biochemical, fluorescence polarization, FP-Rh probe, HTS. recombinant RBBP9. 220,000 compounds, 0.2% hits. Serine hydrolase RBBP9 (Homo sapiens), O75884. inhibition, % at 7.94 µM. AID 1515, 2009;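 active = inhibition above the campaign mean of all tested compounds plus 3 SD, cut at about 14% in these data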;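 also: plate controls were DMSO wells with RBBP9 for no effect and wells lacking RBBP9 protein for full effect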
Target sequence (O75884 whole entry, looked up): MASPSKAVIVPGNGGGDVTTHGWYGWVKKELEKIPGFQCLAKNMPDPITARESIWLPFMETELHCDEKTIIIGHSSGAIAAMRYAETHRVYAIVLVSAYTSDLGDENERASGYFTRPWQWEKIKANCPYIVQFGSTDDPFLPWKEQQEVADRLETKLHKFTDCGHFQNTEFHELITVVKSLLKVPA
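Measured by: FP readout at 525/598 nm; material: recombinant human RBBP9; also added: Serine-hydrolase probe FP-Rh, 375 nM pre-mixing; medium: Tris buffer pH 8.0, NaCl, Pluronic; replication: one well per compound; doses: one concentration, 7.94 µM nominal, 0.794% DMSO; timing: preincubation 30 min plus labeling 45 min at 25 °C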
Wee1 degr inh: Wee1 degradation inhibitors, primary screen, cell-based, HeLa, Wee1K328M-luciferase, luminescence; 220,000 compounds, 1.2% hits; reporter increase, % at 5 µM; Wee1-like protein kinase (Homo sapiens), P30291; HeLa Luc-Wee1K328M stability; 100% = proteasome inhibitor MG132 effect;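 active = activation above the mean of all tested compounds plus 3 SD, set per screening run, cut at about 8.8% in these data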;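 also: cells exposed to compound for 20 h before luminescence read; 0% = DMSO alone and 100% = MG132 at 30 µM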
zfTRPN1 agonist: zebrafish TRPN1 channel agonists, primary screen, cell-based, HEK293, calcium fluorescence; transient receptor potential cation channel N1 (TRPN1/NompC), Danio rerio; HEK293 zebrafish TRPN1-YFP, Fluo-8 calcium fluorescence; 100% = response to 87 µM carbachol; activation, % at 3 µM; 220,000 compounds, 0.18% hits;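 active = activation above its plate's cutoff, the mean activation of test wells on that plate plus 3 SD, cut at about 19% in these data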;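 also: 0% = DMSO alone and 100% = 87 µM carbachol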
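Control set: carbachol 87 µM as high control, DMSO as low control; system: HEK293 stable line with zebrafish TRPN1-YFP; read-out: % activation versus carbachol response; detection: intracellular calcium fluorescence with Fluo-8; doses: single test compound dose, 3 µM nominal, 0.3% DMSO; schedule: dye 1 h 37 °C plus 30 min RT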
* hit, by the source's call; x = no result given.

SMILES	PPC-1+TRAIL kill	TRPML3 agonist	TNF death inh	BaF3 tox	Ba/F3 V617F tox	CHOP inhibitor	RBBP9 inhibitor	Wee1 degr inh	zfTRPN1 agonist
COc1ccc(C2SCC(=O)N2CCCN(C)C)cc1 (stereo not given)	13.0	0.5	-0.1	6.6	5.0	3.7	-5.4	7.0	1.1
O=C(Nc1nnc(SCc2ccc(Cl)cc2)s1)C1CCCO1 (stereo not given)	-14.5	0.3	1.5	4.2	-3.0	31.2	-7.1	3.9	-1.6
CN(Cc1ccccc1)c1nc2c(c(=O)[nH]c(=O)n2C)n1CCOc1ccccc1	-7.8	-0.8	-4.5	4.4	-3.1	-0.7	-7.7	0.0	-0.8
COC(=O)c1sccc1NC(=S)Nc1ccc(F)cc1F	x	0.7	0.2	3.7	-1.9	15.8	-2.4	0.3	1.1
Cc1ccc2c(c1)C(c1ccncc1)=NNC(c1ccc(F)cc1)=N2	23.5	0.2	3.4	1.8	3.1	1.9	-5.2	-0.7	0.5
Cn1nnnc1SCC(=O)Nc1ccccc1C(N)=O	-4.9	0.4	1.5	3.8	2.8	-0.1	-11.1	-2.5	0.6
O=S(=O)(N/N=C/c1ccc(OC2CSC2)cc1)c1ccccc1	2.7	-0.5	2.9	3.0	-0.8	28.0	-4.0	-0.6	-1.1
CC1=NN(c2nc(-c3ccc(C)cc3)cs2)C(=O)C1N=Nc1ccccc1O (stereo not given)	23.4	1.3	-12.7	7.8	-2.4	106.5*	-12.2	1.1	4.4
Cc1nc(COc2ccccc2Cl)sc1-c1ccnc(N)n1	5.2	-0.9	-0.8	3.2	1.4	17.0	-5.6	-1.3	1.8
COCCOc1cc(NC(=O)CS(=O)CC(=O)N(C)C)c(Cl)cc1Cl (stereo not given)	-2.3	0.3	0.7	0.2	0.1	14.8	3.6	-0.1	-1.3
O=C(c1ccco1)N1CCN(Cc2nc3ccccc3c(=O)n2-c2ccc(F)cc2)CC1	-14.8	0.7	0.3	5.1	-2.1	-7.0	-8.4	-1.1	0.8
O=C(Nc1c(F)cc(F)cc1Br)c1cc(-c2ccc(O)cc2)on1	8.8	1.1	1.4	1.9	-3.7	24.1	-6.6	-0.5	2.5
O=C(Nc1ccc([N+](=O)[O-])cc1)c1cn(-c2ccccc2)nc1-c1cc2ccccc2o1	17.7	0.6	0.2	5.8	0.3	-0.3	-11.2	-0.8	-0.1
CC12CCC(C(=O)Nc3ccccc3Cl)(C(Br)C1=O)C2(C)C (stereo not given)	29.6	0.8	1.4	4.0	-2.7	-16.7	0.8	1.2	-0.6
CCOC(=O)c1ccccc1NC(=O)/C(C)=C/C(=O)O	7.2	0.4	-3.6	4.8	-1.5	-17.9	-5.3	3.6	2.1
O=C1Nc2ccc(F)cc2C12SCCS2	3.8	0.7	-7.0	0.7	-0.7	4.0	-0.4	-1.8	0.3
CSCCC(NC(=O)c1ccc(Cl)cc1)C(=O)OCC(=O)Nc1cc(Cl)ccc1C (stereo not given)	6.6	-0.2	2.8	7.1	-1.1	49.0	1.3	-1.4	-2.5
NNc1nc2c(-c3ccc(Cl)cc3)nnn2c2ccccc12	28.6	0.0	-1.1	11.3	3.4	91.0*	0.7	-2.3	1.6
CCn1ccnc1C(O)c1ccccc1OC (stereo not given)	8.7	1.0	-1.1	1.5	-3.4	-2.1	-4.0	-0.8	1.6
CCCCCNC(=O)c1ccc2c(=O)n(CC3CCCO3)c(=O)[nH]c2c1 (stereo not given)	12.3	-0.2	-4.9	1.7	-0.6	3.4	-6.2	1.9	1.3
COCC(C)NC(=O)c1cc2cccc([N+](=O)[O-])c2[nH]1 (stereo not given)	6.6	0.6	-0.1	4.2	-1.5	11.5	1.7	1.0	1.5
CCC12CC3CC(C1)CC(C(=O)O)(C3)C2	-2.9	0.2	-0.6	5.1	3.6	-17.7	-6.8	2.3	-0.4
COCCn1c(C)cc(C(=O)CSc2nc(C)nc3sc4c(c23)CCC4)c1C	x	0.7	-1.7	1.9	0.1	x	-6.8	-0.6	-1.5
Oc1ccc(-c2[nH]ncc2-c2nc3ccccc3s2)c(O)c1	14.3	0.0	-3.4	7.8	3.3	-18.4	-6.3	-2.7	1.7
O=C(OCC(=O)N1CCc2ccccc2C1)c1cccnc1Cl	-4.8	0.7	-0.6	1.7	2.4	2.0	-9.5	0.3	-0.5

Carrying on:
SMILES	PPC-1+TRAIL kill	TRPML3 agonist	TNF death inh	BaF3 tox	Ba/F3 V617F tox	CHOP inhibitor	RBBP9 inhibitor	Wee1 degr inh	zfTRPN1 agonist
O=C1CC(C(=O)N(c2ccccc2)C(C(=O)NC2CCCC2)c2ccncc2)CS1 (stereo not given)	18.1	0.8	-0.7	6.1	0.2	6.2	-3.5	2.6	-0.3
O=C(CN1C(=O)C(=O)N(Cc2ccccc2)C1=O)Nc1cc(Cl)cc(Cl)c1	23.9	0.3	0.1	2.1	-2.5	17.8	-3.2	3.2	-0.1
COc1ccccc1NC(=O)N1CCc2[nH]c3ccc(F)cc3c2C1	21.2	0.9	-1.4	9.5	-1.3	-23.5	-4.2	-0.7	2.2
O=C(CSc1ncccn1)NCc1ccccc1Cl	2.7	0.9	1.0	0.6	-3.3	28.9	6.5	-1.0	0.6
O=C(O)C1CN(c2nc(Cl)ccc2[N+](=O)[O-])C1	19.9	0.7	-0.6	5.1	-0.6	7.7	-4.1	1.0	0.1
O=C(CN1C(=O)COc2ccccc21)N(Cc1ccccc1)Cc1ccccn1	12.1	0.8	-3.6	6.2	2.0	11.7	0.6	1.5	1.1
Cc1[nH]ccc(=O)c1Oc1ncc(C(F)(F)F)cc1Cl	5.0	0.0	-0.9	14.2	4.1	10.7	1.7	-0.6	0.1
CC12COC3(C(=O)Nc4ccccc4F)CC1CCC32C (stereo not given)	29.1	0.2	-0.9	6.2	-1.4	-16.6	-6.8	-0.2	-0.1
CC(NS(=O)(=O)c1cccc(Cl)c1)C(=O)Nc1ccc(-c2nc3ccccc3s2)cc1 (stereo not given)	28.5	0.5	-1.8	-1.1	-0.1	17.8	1.2	5.8	-0.7
CN(C)CCCNC(=O)c1ccc(-c2ccccc2)cc1	-8.9	1.5	0.9	3.7	2.8	2.8	-5.6	-0.5	0.6
O=C(COC(=O)c1ccc(Br)cc1)NCCC1=CCCCC1	1.7	0.3	-0.6	-0.7	-1.1	-12.5	0.2	-2.1	-0.9
O=S(=O)(N1CCOCC1)n1c(Cc2ccccc2)nc2ccccc21	28.0	0.2	-10.9	0.5	-4.5	13.4	-0.5	-0.7	-0.8
CC(NC(N)=O)C(=O)OCc1ccc(Cl)cc1Cl (stereo not given)	16.8	-0.1	-0.2	2.0	0.8	-3.4	2.5	-1.0	0.8
CN(CC(=O)Nc1sccc1C#N)Cc1ccccc1	28.4	-0.1	1.2	4.2	-4.0	11.1	-1.9	-0.4	-0.9
CCOc1ccc(C(=O)Nc2ccccc2OC(F)F)cc1	4.3	-0.1	0.7	4.4	-1.4	9.1	-2.3	0.8	-0.5
N=c1n(CCN2CCCCC2)c2ccccc2n1CC(=O)c1ccc(Cl)c(Cl)c1	2.7	-0.2	-28.0	4.9	1.9	10.8	8.8	-0.8	0.8
COCc1cc(C)nc(OCC(=O)N/N=C/c2ccccc2)c1C#N	16.2	-0.8	-0.5	7.8	1.2	12.2	-0.1	0.4	-1.1
COc1ccc2c(=O)c(N3C(=O)c4ccccc4C3=O)c(C)oc2c1	3.6	-0.1	-0.6	9.0	3.4	9.9	-2.5	-1.9	0.1
COc1ccc2nc(SCC(=O)NCc3ccc4c(c3)OCO4)[nH]c2c1	8.6	-0.4	1.6	4.3	0.2	5.9	0.1	5.7	-0.4
O=C1c2ccccc2C(Nc2ccc3c(c2)OCCO3)N1Cc1ccc2c(c1)OCO2 (stereo not given)	10.5	-0.9	-3.5	4.6	1.8	5.5	-8.3	-2.4	-0.8
CC1=C(C(=O)NCc2ccccn2)C2(CCC(C)CC2)OC1=O (stereo not given)	12.7	0.4	-0.5	-0.5	-3.0	-0.3	6.4	-0.8	-0.5
CC(C)Oc1ccc(C(=O)O)c(C(=O)O)c1	19.2	0.2	-2.3	-1.2	3.1	-30.4	-1.6	2.8	-0.7
Cc1nc2ccc(NC(=O)N3CCOCC3)cc2s1	26.9	1.2	-0.2	4.1	2.0	-10.6	1.9	10.4*	1.1
CCN(CC)S(=O)(=O)c1cccc(C(=O)NCC(=O)OCC(=O)NCc2ccccc2)c1	2.9	0.8	0.4	0.6	-3.2	-1.4	-7.8	-0.8	0.6
COc1ccc(/C=C2\Sc3ccc(C(=O)N4CCc5ccccc5C4)cc3N(C)C2=O)cc1	-4.6	0.4	3.6	4.0	3.4	34.2	-4.9	2.1	-1.0
CCN(CC#CCC(O)(c1ccccc1)C1CCCC1)C(C)C (stereo not given)	21.3	-0.8	0.5	4.6	-2.0	-9.4	-8.4	-0.4	0.9
O/N=C1/CCCCC1c1ccccn1 (stereo not given)	16.9	0.9	0.6	-2.8	-1.4	-2.4	-3.1	-0.4	-0.8
Cc1cccc(NC(=O)/C(C#N)=C/c2cn(CC(=O)NCc3ccco3)c3ccccc23)c1C	6.0	0.4	2.6	-1.9	-0.3	108.8*	-12.5	0.3	-0.1

Whole records from above.
O=C(CN1C(=O)COc2ccccc21)N(Cc1ccccc1)Cc1ccccn1 is listed with PPC-1+TRAIL kill = 12.1; TRPML3 agonist = 0.8; TNF death inh = -3.6; BaF3 tox = 6.2; Ba/F3 V617F tox = 2.0; CHOP inhibitor = 11.7; RBBP9 inhibitor = 0.6; Wee1 degr inh = 1.5; zfTRPN1 agonist = 1.1
CC12COC3(C(=O)Nc4ccccc4F)CC1CCC32C (stereo not given) is listed with PPC-1+TRAIL kill = 29.1; TRPML3 agonist = 0.2; TNF death inh = -0.9; BaF3 tox = 6.2; Ba/F3 V617F tox = -1.4; CHOP inhibitor = -16.6; RBBP9 inhibitor = -6.8; Wee1 degr inh = -0.2; zfTRPN1 agonist = -0.1
